Screening results deposited in PubChem BioAssay by several laboratories.
NTR1 ag = NTR1-driven beta-arrestin-GFP spot formation – imaging, U2OS cells, high content, primary screen (AID 493036); P30989; agonist mode; activation, % at 20 µM; hit rate 0.17% among 330,000;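 active = activation at or above 40% of the spot to cytoplasm intensity ratio, with at least 20 cells analyzed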;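 also: 0% = DMSO without peptide and 100% = 100 nM NTR1 peptide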
Target sequence (P30989 whole entry, looked up): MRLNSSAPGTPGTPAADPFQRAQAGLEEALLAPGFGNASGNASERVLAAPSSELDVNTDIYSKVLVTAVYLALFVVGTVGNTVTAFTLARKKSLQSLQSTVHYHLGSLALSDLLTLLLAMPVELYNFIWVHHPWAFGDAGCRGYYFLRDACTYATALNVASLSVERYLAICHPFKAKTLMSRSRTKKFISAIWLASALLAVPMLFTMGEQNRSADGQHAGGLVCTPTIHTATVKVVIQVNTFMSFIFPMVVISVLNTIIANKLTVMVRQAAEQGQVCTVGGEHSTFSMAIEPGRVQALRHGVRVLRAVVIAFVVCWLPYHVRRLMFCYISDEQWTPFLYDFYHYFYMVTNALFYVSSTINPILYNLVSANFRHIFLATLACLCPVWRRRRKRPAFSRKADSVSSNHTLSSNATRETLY
GPR55 activation = GPR55 agonists via beta-arrestin recruitment, primary screen, imaging, U2OS cells, beta-arrestin-GFP redistribution (AID 1961) | activation, % at 10 µM; hits with a dose series show EC50 in µM | hit rate 0.048% among 290,000 | U2OS GPR55 beta-arrestin-GFP redistribution imaging; higher % means a stronger effect;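 active = activation above 40% with more than 50 cells counted in the well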;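 also: U2OS osteosarcoma cells stably expressing GPR55 and beta-arrestin-GFP; plate controls were DMSO negative control for no effect and LPI positive control for full effect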
T cell modulator = modulates CD8 T cell binding to vesicles. 2C CD8+ T cell-vesicle binding, flow cytometry; hits give low values. calls only at 7 µM. hit rate 0.068% among 330,000. AID 2052;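 active = response, share of CD8 T cells binding vesicles, and their 90th percentile fluorescence all below set limits, cut at about 80% in these data, passing the limit was not always enough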
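Benchmarks: naked versus QL9-loaded vesicles / Assay system: purified 2C TCR transgenic mouse naive CD8+ T cells / Technique: high-throughput flow cytometry with anti-B7-1 and anti-CD8 staining / Timing: Cell–vesicle co-incubation 1.5 h at 37 °C, staining 20 min on ice / Read-out: percent CD8+ FL2 mean versus row control / Probe or stimulus: QL9-loaded Drosophila micro-vesicles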
GPR35 arrestin U2OS = inhibition of zaprinast-stimulated GPR35 beta-arrestin translocation – imaging, U2OS, beta-arrestin-GFP, zaprinast agonist, primary screen (AID 2058). U2OS GPR35 beta-arrestin-GFP translocation imaging, zaprinast antagonism; higher % means a stronger effect. one-dose inhibition, % at 10 µM; IC50 in µM for titrated hits. hit rate 0.052% among 290,000;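 active = inhibition of at least 50% with at least 30 cells and total cytoplasm GFP at most 10,000,000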
KOR beta-arrestin-1 = KOR antagonists, beta-arrestin recruitment, cell-based, luminescence, uHTS (AID 1778); KOR beta-arrestin recruitment, luminescence, antagonist mode; higher % means a stronger effect; one-dose inhibition, % at 10 µM; IC50 in µM for titrated hits; hit rate 0.091% among 290,000; in the data active = inhibition above about 50%; also: strong numbers were not always called active
KOR beta-arrestin-2 = KOR agonists, beta-arrestin recruitment, primary screen, cell-based, luminescence, uHTS (AID 1777). one-dose activation, % at 10 µM; EC50 in µM for titrated hits. KOR beta-arrestin recruitment, luminescence; higher % means a stronger effect. hit rate 0.02% among 280,000; in the data active = activation above about 50%, passing the limit was not always enough; also: a part of the inactive calls stands beside numbers as strong as those of hits
West Nile antiviral = inhibition of WNV-induced cytopathic effect – cell-based, CPE readout (AID 1621) | West Nile virus-infected cells, CPE inhibition; higher % means a stronger effect | CPE inhibition, % at 10 µM, or IC50 in µM where a hit was titrated | hit rate 0.02% among 290,000; in the data active = a potency from the dose series; also: strong numbers were not always called active
Salmonella PhoP GFP = PhoP-dependent GFP reporter repression – Salmonella Typhimurium, primary screen (AID 1863); S. Typhimurium PhoP-regulated promoter GFP reporter, 4 h; higher % means a stronger effect; one-dose inhibition, % at 50 µM; IC50 in µM for titrated hits; hit rate 0.16% among 300,000;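 active = inhibition over 29.93%, a cutoff 3 SD above the screen mean, later confirmed by dose response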;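 also: 0% = low Mg2+ inducing control and 100% = high Mg2+ repressing control; strong numbers were not always called active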
GPR55 LPI antagonism = inhibition of LPI-stimulated GPR55 beta-arrestin translocation – imaging, U2OS, beta-arrestin-GFP, LPI agonist, primary screen (AID 2013); U2OS GPR55 beta-arrestin-GFP translocation imaging, LPI antagonism; higher % means a stronger effect; hit rate 0.13% among 290,000; one-dose inhibition, % at 10 µM; IC50 in µM for titrated hits;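 active = spots per cell inhibited over 60%, with over 100 cells counted and total cytoplasm intensity under 500,000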;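 also: U2OS cells stably carrying GPR55 and arrestin-GFP stimulated by 5 µM LPI near EC80; imaged beta-arrestin-GFP aggregate spots per cell after agonist stimulation; plate controls were LPI-stimulated DMSO wells for no effect and DMSO wells without LPI for full effect; some results filed as inactive read as strong as hits; confirmed hits need IC50 under 10 µM and bright autofluorescent wells are also inconclusive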
T cell modulator vesicle-bound % = second read-out of T cell modulator, no call of its own (marks repeat the call); double positive events, %; measured here: CD8+ vesicle-bound cell fraction;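 binding gate set so that unloaded-vesicle control wells show 10% double positive cells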
NTR1 ag cell count 20 µM = second read-out of NTR1 ag, no call of its own (marks repeat the call); cell count; measured here: cell count, cytotoxicity flag
* = called active by the depositor; i = inactive; . = no result given; [ ] = remark or other dose.

SMILES	NTR1 ag	NTR1 ag cell count 20 µM	GPR55 activation	T cell modulator	T cell modulator vesicle-bound %	GPR35 arrestin U2OS	KOR beta-arrestin-1	KOR beta-arrestin-2	West Nile antiviral	Salmonella PhoP GFP	GPR55 LPI antagonism
CC(OC(=O)Cn1c(C(F)(F)F)nc2ccccc21)C(N)=O (centres undefined)	-0.3	47	-0.1%	i	14	9%	-7%	-0.1%	-0.1%	-11%	-1%
Fc1cccc(-c2cc3nc4c(c(N5CCOCC5)n3n2)CCCC4)c1	9.2	62	-0.2%	i	36	-13%	-2%	5.9%	0.0%	7%	0%
CCOC(=O)C(=O)Nc1ccc(F)cc1	1.0	33	0.2%	i	57	5%	-18%	-3.7%	-0.1%	-7%	-1%
CN1CCN(S(=O)(=O)c2ccc(N(C)Cc3cccs3)nc2)CC1	-2.3	76	-0.2%	i	10	-16%	-9%	16%	-1.1%	19%	-2%
COc1ccc(C2c3c(ncn(CCCO)c3=N)Oc3ccc4ccccc4c32)cc1OC (centres undefined)	0.0	50	0.5%	i	14	-1%	-40%	.	27%	-10%	4%
COc1ccccc1CC(=O)Nc1ccon1	-0.9	59	0.0%	i	55	5%	-7%[20 µM]	1.4%	0.4%	5%	-3%
CC(C)(C)OC(=O)N/N=C\c1ccc(OC(=O)c2cccs2)cc1	0.8	63	-0.3%	i	29	-5%	18%	4.4%	-0.1%	6%	7%
COc1ccc(S(=O)(=O)NC(C)C(=O)NCc2cccnc2)cc1OC (centres undefined)	-0.5	51	-0.2%	i	18	13%	25%	-6.3%	0.3%	4%	0%
COC(=O)c1ccccc1NC(=O)c1cc(-c2ccco2)on1	-0.3	53	-0.1%	i	50	-6%	-27%	-0.7%	0.0%	3%	-6%
Cc1nc(-c2ccccn2)nc(SCC(=O)N2CCOCC2)c1Cl	0.8	49	0.0%	i	30	-2%	25%	-3.3%	-0.3%	0%	-4%
CCc1nnc(NC(=O)CSc2ncnc3c2cnn3-c2ccc(OC)cc2)s1	0.7	47	0.3%	i	44	11%	-40%	1.7%	-0.2%	-1%	9%
COc1cc(S(=O)(=O)N2CCOCC2)ccc1NC(=O)COC(=O)CC12CC3CC(CC(C3)C1)C2	-0.6	90	0.3%	i	20	6%	-27%	3.4%	-0.8%	4%	17%
O=C(COc1ccccc1)OCc1csc(Nc2ccccc2)n1	-0.4	95	-0.3%	i	29	-1%	-36%	10%	-0.1%	5%	7%
COc1ccc(C(=O)Nc2c3c(nn2-c2ccc([N+](=O)[O-])cc2)CS(=O)(=O)C3)cc1	-1.7	57	0.4%	i	8	-6%	-2%	-4.4%	-0.6%	-4%	10%
CCOC(=O)/C(C#N)=C1/C=CN(c2ccccc2)C=N1	0.0	53	0.7%	i	40	-8%	14%	-1.3%	-0.2%	5%	-7%
CCCCc1nc(N2CCN(C(=O)c3ccco3)CC2)c(C#N)c2c1CCCC2	30	53	-0.1%	i	3	-3%	6%	4.1%	2.4%	10%	1%
Cc1onc(-c2ccccc2)c1C(=O)c1c[nH]c(C(=O)NCCCN2CCOCC2)c1	1.0	59	1.1%	i	49	0%	-6%	-3.5%	0.0%	2%	9%
CCOC(=O)c1c(-c2ccccc2)csc1NC(=O)COc1ccc2c(C)cc(=O)oc2c1	-0.3	50	-0.2%	i	24	-1%	-9%	3.7%	0.6%	12%	22%
NC1=NC(=O)/C(=C/c2ccc(Cl)cc2Cl)S1	0.5	94	0.3%	i	49	-1%	-3%	-0.8%	-0.3%	-12%	-6%
O=C(NCCCN1CCOCC1)c1ccccc1-c1ccccc1	1.5	66	-0.1%	i	48	-7%	5%	-0.2%	0.7%	3%	5%
CCC(=O)N1CCN(CCN=CC2=C(O)CC(c3ccc(OC)cc3)CC2=O)CC1 (centres undefined)	-0.2	71	-0.3%	i	44	1%	15%	2.4%	0.5%	-13%	10%
Nc1ccc(C(=O)OCC(=O)N2CCc3ccccc3C2)cc1[N+](=O)[O-]	0.1	46	-0.3%	i	44	0%	-8%	8.7%	0.4%	4%	-14%
COC(=O)[C@@H](Cc1c[nH]c2ccccc12)NC(=O)c1cc(=O)[nH]c2ccccc12	0.4	60	-0.2%	i	28	1%	-1%	2.6%	0.3%	-2%	-9%
CC(C)(C)c1ccc(C(=O)OC/C(O)=C(\C#N)c2nc3ccccc3s2)cc1	1.7	66	-0.1%	i	34	4%	4%	1.8%	-0.6%	-10%	8%
CCCCc1nc2cc(C(=O)N3CCN(c4cnccn4)CC3)ccc2o1	0.2	70	-0.1%	i	17	-4%	-39%	-3.8%	-0.1%	-2%	0%
O=C(NCCN1CCOCC1)C1CC(=O)N(c2ccc(Cl)cc2)C1 (centres undefined)	1.3	54	0.3%	i	13	-11%	-14%	-5.5%	0.2%	1%	-7%
COc1ccc(NC(=O)c2c(Nc3ccccc3)sc(C(=O)c3ccc(F)cc3)c2N)cc1	12	92	-0.2%	i	15	-3%	-88%	8.6%	.	-6%	-3%
O=C1CC(c2ccccc2)CC(O)=C1C=NCCc1ccccc1 (centres undefined)	3.4	56	0.2%	i	32	2%	21%[20 µM]	-3.9%	-0.9%	-4%	-10%
COc1ccccc1NC(=O)COC(=O)Cc1c[nH]c2ccccc12	0.0	73	0.4%	i	32	6%	10%	-3.5%	-0.1%	-3%	12%
Cc1ccc(Cn2c(SCCN3CCCCC3)nc3c2c(=O)[nH]c(=O)n3C)cc1	-0.1	70	-0.1%	i	14	-9%	5%	-3.4%	-0.2%	3%	3%
CC1CCN(C(=O)CSc2ccc(-c3ccc4c(c3)OCCO4)nn2)CC1	-0.5	54	0.5%	i	28	-7%	-12%	1.0%	-0.3%	0%	-3%
COc1cc(OC)c2ccc(=O)oc2c1C(CCN1CCN(c2ccccc2)CC1)c1ccc2c(c1)OCO2 (centres undefined)	-2.2	89	0.0%	i	21	-20%	0%	2.8%	-1.0%	3%	21%
Cc1cc(NC(=O)c2ccco2)ncc1NC(=O)Cc1ccccc1	-1.5	45	0.3%	i	46	12%	11%	1.7%	0.6%	-4%	-6%
Cc1ccc(C2NC(c3ccc(C)cc3)C(C)C(=O)C2C)cc1 (centres undefined)	1.2	45	-0.1%	i	37	6%	31%	5.0%	-0.2%	-5%	-2%
Cc1ccc(Cn2c(N3CCNCC3)nc3c2c(=O)[nH]c(=O)n3C)cc1	1.1	58	0.8%	i	44	6%	-3%[20 µM]	-6.8%	0.1%	4%	6%
N#CCC(CNc1ncc(C(F)(F)F)cc1Cl)OC(=O)c1cccc([N+](=O)[O-])c1 (centres undefined)	4.0	41	-0.2%	i	14	-17%	-15%	0.4%	0.9%	11%	22%
Cc1ccccc1/[N+]([O-])=C/c1cccs1	1.5	60	1.1%	i	58	-5%	-14%	0.5%	-0.4%	-3%	-12%
Cc1cc(=O)oc2cc(OCC(=O)N/N=C/c3cc([N+](=O)[O-])ccc3O)ccc12	.	.	-0.2%	i	32	-12%	12%	0.7%	-0.4%	-11%	35%
Cc1cc(C(=O)NCC(C)C)c2ccccc2n1	1.6	61	0.0%	i	27	-8%	3%	4.1%	-0.2%	10%	-7%
CN1CCN(C(=O)C23CC4CC(C)(CC(C)(C4)C2)C3)CC1	-0.9	54	-0.1%	i	37	-2%	27%	-1.2%	0.2%	-4%	10%
O=C(N/N=C/c1cccnc1)c1sc2ccccc2c1Cl	1.4	62	-0.2%	i	14	-5%	-10%	0.1%	-1.0%	-12%	17%
O=C(NCCOc1ccc(F)cc1)C1CCC(=O)N(CC2CCCCC2)C1 (centres undefined)	-0.1	58	-0.2%	i	5	-6%	-8%	3.3%	-0.3%	-5%	-4%
COc1ccc(CC(=O)NNC(=O)c2cccs2)cc1	-1.0	91	0.2%	i	0	4%	-14%	9.5%	-0.2%	-8%	-1%
CSc1nc(=S)cc(C)[nH]1	1.2	69	0.5%	i	32	2%	-29%	1.8%	-0.4%	-12%	-5%
COc1ccc(OC)c(/C=C/C(=O)Nc2ccc3c(c2)CCC3)c1	6.8	60	0.3%	i	37	-34%	5%	0.1%	-0.6%	-17%	16%
Cc1ccc(-c2nc3ncccc3o2)cc1NC(=O)CC(C)C	-2.2	64	-0.8%	i	29	19%	-14%	18%	-0.7%	-1%	5%
N#Cc1cccc(CSc2nnc(CCCO)n2-c2ccccc2)c1	0.2	80	0.2%	i	20	-15%	-2%	0.4%	0.0%	-11%	7%
CCOC(=O)C(=CNc1ccc(C(F)(F)F)cc1Cl)C(=O)OCC	3.1	48	0.5%	i	11	14%	-4%	3.8%	-0.7%	1%	10%

Some of the entries so far, comma-delimited:
Structure,NTR1 ag,NTR1 ag cell count 20 µM,GPR55 activation,T cell modulator,T cell modulator vesicle-bound %,GPR35 arrestin U2OS,KOR beta-arrestin-1,KOR beta-arrestin-2,West Nile antiviral,Salmonella PhoP GFP,GPR55 LPI antagonism
CN1CCN(C(=O)C23CC4CC(C)(CC(C)(C4)C2)C3)CC1,-0.9,54,-0.1%,i,37,-2%,27%,-1.2%,0.2%,-4%,10%
O=C(N/N=C/c1cccnc1)c1sc2ccccc2c1Cl,1.4,62,-0.2%,i,14,-5%,-10%,0.1%,-1.0%,-12%,17%

Next records:
SMILES	NTR1 ag	NTR1 ag cell count 20 µM	GPR55 activation	T cell modulator	T cell modulator vesicle-bound %	GPR35 arrestin U2OS	KOR beta-arrestin-1	KOR beta-arrestin-2	West Nile antiviral	Salmonella PhoP GFP	GPR55 LPI antagonism
CC1CCCCN1C(=O)Cn1c(=O)n(C2CCCCC2)c(=O)c2ccccc21 (centres undefined)	0.9	52	0.0%	i	36	-13%	38%	-3.6%	1.3%	1%	-10%
Cc1ccc(CCNC(=O)c2cc(-c3ccncc3)nc3ccc(S(=O)(=O)N4CCOCC4)cc23)cc1	0.2	83	2.3%	i	20	-10%	-8%	-7.8%	0.7%	2%	5%
CCCCCCN1CC(=O)N2Cc3[nH]c4ccccc4c3C[C@H]2C1=O	2.3	67	-0.1%	i	20	-7%	-23%	-3.9%	-1.4%	12%	-7%
COc1ccc(CCN=C(N)NS(=O)(=O)c2cccs2)cc1OC	-0.2	69	-0.2%	i	37	-18%	-2%	-6.1%	-0.1%	2%	-2%
CCCN1C(=O)COc2ccc(C(=O)c3ccccc3C(=O)O)cc21	-0.1	104	-0.2%	i	52	13%	-41%	1.1%	-0.4%	-11%	-9%
Cc1ccc(S(=O)(=O)N2CCCCC2)cc1NC(=O)COC(=O)Cc1cccc2ccccc12	2.1	29	0.1%	i	4	0%	26%	-1.2%	-0.1%	-7%	10%

Compounds as they come; 0.62% or so of the library scored in one or more.
